From PubChem BioAssay
IDE exosite FP: exo-site inhibitors of human IDE, primary screen, biochemical, fluorescence anisotropy, probe displacement; 6.3% of 17,000 active; purified IDE, FL-6b probe fluorescence polarization; stronger effect = lower value; z-score at 20 µM; Insulin-degrading enzyme (Homo sapiens), P14735;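 active means z-score of -3 or lower, meaning strong loss of probe binding signal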;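 further: His-tagged human IDE residues 42-1019 made in E. coli with 30 nM FL-6b probe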
Target sequence (P14735 42-1019 limits assumed): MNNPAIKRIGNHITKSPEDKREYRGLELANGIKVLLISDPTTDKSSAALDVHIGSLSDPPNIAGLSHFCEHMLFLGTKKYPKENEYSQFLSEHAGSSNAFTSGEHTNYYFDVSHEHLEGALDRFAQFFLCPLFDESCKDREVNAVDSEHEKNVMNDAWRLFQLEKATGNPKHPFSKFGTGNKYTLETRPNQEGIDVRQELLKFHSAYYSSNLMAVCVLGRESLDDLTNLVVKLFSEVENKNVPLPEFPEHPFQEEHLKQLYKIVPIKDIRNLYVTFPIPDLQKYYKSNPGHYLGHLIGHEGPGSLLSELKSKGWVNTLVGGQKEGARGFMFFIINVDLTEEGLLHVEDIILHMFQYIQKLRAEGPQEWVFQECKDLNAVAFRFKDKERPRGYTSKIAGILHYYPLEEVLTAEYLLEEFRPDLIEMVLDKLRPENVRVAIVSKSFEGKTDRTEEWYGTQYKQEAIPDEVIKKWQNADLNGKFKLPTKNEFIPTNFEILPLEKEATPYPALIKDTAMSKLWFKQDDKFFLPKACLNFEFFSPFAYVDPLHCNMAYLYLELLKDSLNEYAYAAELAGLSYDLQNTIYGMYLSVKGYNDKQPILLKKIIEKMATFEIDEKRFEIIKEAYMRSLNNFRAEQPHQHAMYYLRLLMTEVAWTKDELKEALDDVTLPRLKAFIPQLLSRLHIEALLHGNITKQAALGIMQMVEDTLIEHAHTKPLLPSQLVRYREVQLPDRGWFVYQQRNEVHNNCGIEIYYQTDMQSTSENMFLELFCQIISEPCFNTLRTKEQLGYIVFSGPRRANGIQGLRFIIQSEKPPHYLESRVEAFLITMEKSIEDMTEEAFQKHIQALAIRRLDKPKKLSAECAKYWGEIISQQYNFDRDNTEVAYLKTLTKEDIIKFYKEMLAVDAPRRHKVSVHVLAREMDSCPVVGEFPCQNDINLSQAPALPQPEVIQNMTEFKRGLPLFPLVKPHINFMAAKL
Starred values were filed as active, the others as inactive; & = joins results of further samples. Some of the compounds tested (hit frequency here may not be typical).

| IDE exosite FP | Structure |
| --- | --- |
| -13* | O=C(NC1CCCCC1)N1CC(=O)N2[C@H](CO)[C@H](c3ccc(-c4cccc(F)c4)cc3)[C@H]2C1 |
| 2.4 | Cc1noc(C)c1NC(=O)Nc1ccc2c(c1)C(=O)N([C@H](C)CO)C[C@H](C)[C@@H](CN(C)Cc1ccc3c(c1)OCO3)OCCCC[C@H](C)O2 |
| 0.82 | COc1ccc(C#Cc2ccc([C@H]3[C@@H](CO)N4CCCCN(C(=O)Nc5ccccc5)C[C@@H]34)cc2)cc1 |
| -0.22 | O=C(C1CCC1)N1CC(=O)N2[C@@H](CO)[C@H](c3ccc(C#CCc4ccccc4)cc3)[C@@H]2C1 |
| -1.3 | C[C@H](CO)N1C[C@H](C)[C@H](CN(C)Cc2ccncc2)Oc2ncc(C#CCC3CCCCC3)cc2C1=O |
| 1.8 | CC=Cc1ccc2n(c1=O)C[C@H]1[C@H](CO)[C@@H](C(=O)N3CCOCC3)N(Cc3ccccc3)[C@@H]21 (mixture of isomers) |
| 3.5 | COc1ccc(-c2ccccc2[C@H]2[C@@H](C#N)N(C(=O)C3CCCCC3)[C@H]2CO)cc1 |
| 2.9 | O=C(NC[C@H]1[C@H](c2ccccc2)[C@H](CO)N1C(=O)C1CC1)NC1CCCC1 |
| 1.1 | CC(=O)NC[C@H]1[C@H](c2ccc(-c3cccc(F)c3)cc2)[C@@H](CO)N1C(C)=O |
| -0.74 | Cc1noc(C)c1NC(=O)N(C)C[C@@H]1OCc2cnnn2CCCC(=O)N([C@H](C)CO)C[C@@H]1C |
| 5.3 | CCc1cnc(N2[C@H](C#N)[C@@H](c3ccc(C4=CCCC4)cc3)[C@@H]2CO)s1 |
| 1.4 | O=C(Nc1ccc(C(F)(F)F)cc1)N1C[C@@H]2N[C@H](C1)C2c1ccc(-c2cccnc2)cc1 (stereo not given in full) |
| 0.76 | COc1ccc(C#Cc2ccc([C@H]3[C@@H](CO)N4C(=O)CN(C(=O)c5ccc(F)cc5)C[C@@H]34)cc2)cc1 |
| 1.1 | CCC(=O)N[C@@H]1CC[C@@H](CC(=O)NCc2ccccc2F)O[C@@H]1CO |
| -0.19 | CC(=O)N1[C@H](CO)[C@@H](c2ccccc2)[C@H]1CN(CC1CCC1)C(=O)CN(C)C |
| 0.44 | COc1ccc(NC(=O)N2C[C@@H]3[C@H](c4ccccc42)[C@@H](CO)N3Cc2ccccn2)cc1 |
| -0.53 | CCS(=O)(=O)N[C@@H]1CC[C@@H](CC(=O)N2CCCCC2)O[C@@H]1CO |
| -2.1 | Cc1ccc(-c2ccc([C@@H]3[C@H]4CN(C(=O)CN5CCOCC5)CC(=O)N4[C@H]3CO)cc2)cc1 |
| 0.44 | C/C=C/c1ccc([C@@H]2[C@@H](CO)N3CCCCN(S(=O)(=O)c4ccccc4)C[C@@H]23)cc1 |
| 1.7 | O=C(C1CC1)N1CC(=O)N2[C@H](CO)[C@H](c3ccc(C#CC4CCCC4)cc3)[C@H]2C1 |
| -0.32 | CN1C(=O)c2cc(NS(=O)(=O)c3ccccc3F)ccc2OC[C@@H]2O[C@H](CC(=O)NC3Cc4ccccc4C3)CC[C@@H]21 |
| 1.6 | CCCNC(=O)N(C)C[C@H]1Oc2cc(C#C[C@@H](C)O)ccc2S(=O)(=O)N([C@H](C)CO)C[C@@H]1C |
| 1.4 | CC(=O)NC[C@@H]1[C@H](c2ccccc2)[C@H](CO)N1C(=O)Cc1ccncc1 |
| -0.61 | COc1ccc([C@@H]2CC=CC[C@@H](C)Oc3ccccc3C(=O)N(C)[C@@H](C(C)C)C(=O)N2)c(OC)c1 (mixture of isomers) |
| -0.42 | CS(=O)(=O)N1[C@@H](CO)[C@@H](c2ccccc2)C12CN(C(=O)c1ccccc1F)C2 |

Entries listed so far that have sulfur:
| IDE exosite FP | Structure |
| --- | --- |
| 5.3 | CCc1cnc(N2[C@H](C#N)[C@@H](c3ccc(C4=CCCC4)cc3)[C@@H]2CO)s1 |
| -0.53 | CCS(=O)(=O)N[C@@H]1CC[C@@H](CC(=O)N2CCCCC2)O[C@@H]1CO |
| 0.44 | C/C=C/c1ccc([C@@H]2[C@@H](CO)N3CCCCN(S(=O)(=O)c4ccccc4)C[C@@H]23)cc1 |
| -0.32 | CN1C(=O)c2cc(NS(=O)(=O)c3ccccc3F)ccc2OC[C@@H]2O[C@H](CC(=O)NC3Cc4ccccc4C3)CC[C@@H]21 |
| 1.6 | CCCNC(=O)N(C)C[C@H]1Oc2cc(C#C[C@@H](C)O)ccc2S(=O)(=O)N([C@H](C)CO)C[C@@H]1C |
| -0.42 | CS(=O)(=O)N1[C@@H](CO)[C@@H](c2ccccc2)C12CN(C(=O)c1ccccc1F)C2 |

Remaining list, next part.
| IDE exosite FP | Structure |
| --- | --- |
| -1.6 | COc1ccc2c3c(n(C)c2c1)[C@H](CO)N(Cc1nccs1)CC31CCN(C(=O)CN(C)C)CC1 |
| -5.4* | CCS(=O)(=O)N1CC(=O)N2[C@H](C1)[C@H](c1ccc(C#Cc3cccc(F)c3)cc1)[C@@H]2CO |
| -9.6* | Cc1cccc(-c2ccc([C@H]3[C@H](CO)N4C(=O)CN(C(=O)c5cccnc5)C[C@@H]34)cc2)c1 |
| 1.7 | N#Cc1ccc(-c2ccc([C@H]3[C@@H](CO)N4C(=O)CN(C(=O)C5CCC5)C[C@@H]34)cc2)cc1 |
| 5 | C/C=C/c1ccc([C@H]2[C@H](CO)N(C(=O)COC)[C@H]2CNC(=O)CC)cc1 |
| 0.26 | CCCNC(=O)NC[C@H]1[C@H](c2ccc(C3=CCCC3)cc2)[C@H](CO)N1C(=O)CC |
| 0.082 | COCC(=O)Nc1ccc2c(c1)C(=O)N(C)C[C@@H](OC)[C@@H](C)CN(CCc1ccccc1)[C@@H](C)CO2 |
| 0.4 | O=S(=O)(c1ccccc1)N1CCCCN2[C@H](C1)[C@H](c1ccc(C#CC3CCCC3)cc1)[C@@H]2CO |
| 4 | CN(C)CC#Cc1ccc([C@H]2[C@@H](CO)N3CCCCN(C(=O)CN(C)C)C[C@H]23)cc1 |
| 2.3 | C[C@@H]1CN([C@@H](C)CO)C(=O)c2cc(NS(=O)(=O)c3cn(C)cn3)ccc2O[C@@H](C)CCCCO[C@@H]1CN(C)Cc1ccc2c(c1)OCO2 |
| 2.2 | O=C(Nc1ccc(Cl)cc1)N1C[C@@H]2[C@H](c3ccccc31)[C@@H](CO)N2CC1CCCCC1 |
| 0.41 | CCC(=O)N1C[C@@H](O)COC[C@@H]2O[C@@H](CC(=O)NCc3ccc(Oc4ccccc4)cc3)CC[C@H]21 |
| 3.3 | CCNC(=O)c1cc2c(c(-c3cccc(Br)c3)n1)[C@H](CCO)NC2 |
| 1.3 | C[C@@H]1CCCCO[C@@H](CN(C)Cc2ccc(C(=O)Nc3ccccc3N)cc2)[C@@H](C)CN([C@H](C)CO)C(=O)c2cc(NC(=O)CCC(F)(F)F)ccc2O1 |
| -0.34 | CN1[C@@H](CO)[C@@H]2c3ccccc3N(C(=O)Nc3cc(F)ccc3F)C[C@@H]21 |
| 5.2 | N#C[C@@H]1[C@@H](c2ccccc2-c2ccccc2)[C@H](CO)N1C(=O)Cc1cccnc1 |
| 1 | Cc1ccccc1-c1ccccc1[C@H]1[C@@H](C#N)N(C(=O)c2ccccc2)[C@H]1CO |
| -0.19 | O=C1CN(S(=O)(=O)Cc2ccccc2)C[C@@H]2[C@H](c3ccc(C#CC4CC4)cc3)[C@@H](CO)N12 |
| 2.4 | CC(=O)N1CCCCN2[C@H](CO)[C@@H](c3ccc(Br)cc3)[C@H]2C1 |
| -1.1 | C[C@@H]1CN([C@@H](C)CO)C(=O)c2cc(NS(=O)(=O)c3ccc(F)cc3)ccc2O[C@@H]1CN(C)C(=O)Nc1ccccc1 |
| 1.7 | C/C=C/c1ccc([C@H]2[C@H]3CN(S(=O)(=O)c4ccc(OC)cc4)CCCCN3[C@H]2CO)cc1 |
| -1.3 | CN1C(=O)c2cc(NC(=O)c3cccc(C(F)(F)F)c3)ccc2OC[C@@H]2O[C@H](CC(=O)NCCN3CCCC3)CC[C@@H]21 |
| 2.6 | CCCNC(=O)N1[C@H](CNC(C)=O)[C@H](c2ccc(C3=CCCC3)cc2)[C@@H]1CO |
| -1.2 | CCC(=O)N1CC(=O)N2[C@H](CO)[C@H](c3ccc(C#CC(C)C)cc3)[C@H]2C1 |
| 1.3 | CCCNC(=O)N1[C@H](CO)[C@@H](c2ccccc2-c2ccccc2)[C@@H]1C#N |

Sorted by the number under IDE exosite FP (descending): three of the compounds above.
| IDE exosite FP | Structure |
| --- | --- |
| 1.7 | O=C(C1CC1)N1CC(=O)N2[C@H](CO)[C@H](c3ccc(C#CC4CCCC4)cc3)[C@H]2C1 |
| 0.82 | COc1ccc(C#Cc2ccc([C@H]3[C@@H](CO)N4CCCCN(C(=O)Nc5ccccc5)C[C@@H]34)cc2)cc1 |
| -1.6 | COc1ccc2c3c(n(C)c2c1)[C@H](CO)N(Cc1nccs1)CC31CCN(C(=O)CN(C)C)CC1 |

(listing goes on)
| IDE exosite FP | Structure |
| --- | --- |
| 0.11 | CO[C@H]1CN(C)C(=O)c2cc(NC(C)=O)ccc2OC[C@@H](C)N(Cc2ccncc2)C[C@@H]1C |
| 0.016 | CCC(=O)N1CCCCN2[C@@H](CO)[C@@H](c3ccc(-c4cccnc4)cc3)[C@@H]2C1 |
| 1.8 | CO[C@H]1CN(C)C(=O)c2ccc(NC(=O)c3ccno3)cc2OC[C@@H](C)N(S(C)(=O)=O)C[C@@H]1C |
| -20* | Cc1ccccc1-c1ccc([C@@H]2[C@@H](CO)N3C(=O)CN(C(=O)Cc4ccccn4)C[C@@H]23)cc1 |
| 3.1 | O=C(C[C@H]1C=C[C@H](NS(=O)(=O)c2ccccc2)[C@@H](CO)O1)NCCN1CCCCC1 |
| 4.2 | N#Cc1ccc(-c2ccc(C3[C@H]4CNC[C@@H]3N4C(=O)Nc3ccc(Cl)cc3)cc2)cc1 (stereo not given in full) |
| 2.5 | CO[C@@H]1CN(C)C(=O)c2cc(NC(=O)c3ccc(F)cc3)ccc2OC[C@@H](C)N(C(=O)CC2CC2)C[C@H]1C |
| 0.88 | COc1ccc(S(=O)(=O)Nc2ccc3c(c2)C(=O)N([C@H](C)CO)C[C@@H](C)[C@@H](CN(C)C(=O)Nc2c(C)noc2C)OCCCC[C@@H](C)O3)cc1 |
| 5.2 | CCCC#Cc1ccc([C@@H]2[C@@H](CO)N3CCCCN(S(=O)(=O)c4ccccc4C)C[C@H]23)cc1 |
| -1.5 | CCCNC(=O)N1[C@H](CO)[C@@H](c2ccc(-c3ccc(C(=O)N(C)C)cc3)cc2)[C@@H]1C#N |
| 1 | COc1ccc2c3c([nH]c2c1)[C@@H](CO)N(C(=O)NC1CCCC1)CC31CCN(S(C)(=O)=O)CC1 |
| 1.2 | Cc1ccc(S(=O)(=O)Nc2ccc3c(c2)CC(=O)N([C@@H](C)CO)C[C@@H](C)[C@@H](CN(C)S(=O)(=O)c2ccccc2)O3)cc1 |
| -0.57 | C[C@@H]1CN([C@@H](C)CO)C(=O)c2ccccc2-c2ccccc2CO[C@@H]1CN(C)C(=O)NC1CCCCC1 |
| -0.33 | COc1ccc(-c2ccc([C@@H]3[C@H]4CN(C(=O)NC(C)C)CC(=O)N4[C@H]3CO)cc2)cc1 |
| -0.75 | O=C(Nc1nccs1)[C@H]1[C@H](CO)[C@H]2Cn3c(cccc3=O)[C@@H]1N2C(=O)C1CC1 |
| -0.32 | COc1cccc(NC(=O)C[C@H]2CC[C@H]3[C@@H](COc4ccc(NC(=O)C5CC5)cc4C(=O)N3C)O2)c1 |
| -1.1 | Cc1noc(C)c1NC(=O)N[C@@H]1C=C[C@H](CC(=O)Nc2ccc(-c3ccccc3)cc2)O[C@H]1CO |
| 3 | CN(C)CC#Cc1ccc([C@@H]2[C@@H](CO)N3C(=O)CN(C(=O)c4ccccc4)C[C@H]23)cc1 |
| -0.79 | CN(C)CC(=O)N1[C@H](CO)[C@@H](c2ccc(-c3cccc(C(=O)N(C)C)c3)cc2)[C@@H]1C#N |
| 2.6 | N#Cc1cccc(-c2ccc(C3[C@@H]4CN(S(=O)(=O)Cc5ccccc5)C[C@H]3N4)cc2)c1 (stereo not given in full) |
| 0.91 | CS(=O)(=O)N1CC(=O)N2[C@H](C1)[C@@H](c1ccc(C#Cc3cccc(F)c3)cc1)[C@@H]2CO |
| 4.7 | CCCC#Cc1ccc([C@@H]2[C@H](C#N)N(C(=O)C3CCCC3)[C@H]2CO)cc1 |
| 0.92&2.8 | O=C(Nc1cccc(Cl)c1)N1[C@@H]2CNC[C@H]1C2c1ccc(-c2ccccc2)cc1 (stereo not given in full) |
| 1.9 | CCC(=O)N(CC)C[C@H]1[C@H](c2ccc(-c3ccccc3)cc2)[C@@H](CO)N1C(C)=O |
| 4.7 | COc1ccc(-c2ccc([C@H]3[C@@H](CO)N4C(=O)CN(Cc5ccc(C)cc5)C[C@@H]34)cc2)cc1 |
| -0.25 | COC(=O)[C@H]1[C@H](CO)[C@H]2Cn3c(ccc(-c4cncnc4)c3=O)[C@H]2N1CCC(F)(F)F |
| -1 | COc1ccc(-c2ccc([C@@H]3[C@@H](CO)N(C(=O)C4CCOCC4)[C@H]3C#N)cc2)cc1 |
| -0.0078 | CN(C)C(=O)c1cccc(-c2cccc(-c3nc(C(=O)N4CCCCC4)cc4c3[C@H](CCO)N([S@@](=O)C(C)(C)C)C4)c2)c1 |
| 5.2 | COCC(=O)N(C)C[C@@H]1[C@@H](c2ccccc2)[C@H](CO)N1C(=O)Cc1cccnc1 |
| -0.13 | O=C(C[C@@H]1C=C[C@@H](NC(=O)C2CCC2)[C@H](CO)O1)NC1CCCCC1 |
| -0.39 | COc1ccccc1-c1ccccc1[C@H]1[C@@H](C#N)N(C(=O)C2CCOCC2)[C@@H]1CO |
| 0.63 | CCS(=O)(=O)N1CCCCN2[C@H](CO)[C@H](c3ccc(-c4ccccc4)cc3)[C@H]2C1 |
| 1.5 | N#C[C@@H]1[C@@H](c2ccc(C#CC3CCCC3)cc2)[C@@H](CO)N1C(=O)Cc1ccccn1 |
| -1.5 | N#C[C@H]1[C@H](c2ccc(-c3cccnc3)cc2)[C@@H](CO)N1C(=O)C1CCC1 |
| -3.3* | COc1cccc(C(=O)Nc2ccc3c(c2)C(=O)N(C)[C@H]2CC[C@@H](CC(=O)N[C@@H](C)c4ccccc4)O[C@H]2CO3)c1 |
| 3.3 | N#C[C@H]1[C@@H](c2ccc(C#Cc3cccc(F)c3)cc2)[C@H](CO)N1C(=O)C1CCC1 |
